# S1P3 antagonist = S1P3 receptor antagonists, primary screen, cell-based | inhibition, % at 4.98 µM | CHO S1P3 NFAT-BLA reporter, FRET fluorescence, antagonist mode | Sphingosine 1-phosphate receptor 3 (Homo sapiens), Q99500 | 170,000 tested, 0.27% active;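 active = inhibition above the plate cutoff, the mean inhibition of test wells on that plate plus 3 SD, cut at about 28% in these data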;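 note: cells challenged with S1P at its EC80 of 0.8 µM; blue over green emission ratio from cleaved BLA substrate after 4 h stimulation; 0% = S1P-stimulated wells and 100% = unstimulated DMSO-only wells; some compounds past the cut are filed as inactive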
# Target sequence (Q99500 whole entry, looked up): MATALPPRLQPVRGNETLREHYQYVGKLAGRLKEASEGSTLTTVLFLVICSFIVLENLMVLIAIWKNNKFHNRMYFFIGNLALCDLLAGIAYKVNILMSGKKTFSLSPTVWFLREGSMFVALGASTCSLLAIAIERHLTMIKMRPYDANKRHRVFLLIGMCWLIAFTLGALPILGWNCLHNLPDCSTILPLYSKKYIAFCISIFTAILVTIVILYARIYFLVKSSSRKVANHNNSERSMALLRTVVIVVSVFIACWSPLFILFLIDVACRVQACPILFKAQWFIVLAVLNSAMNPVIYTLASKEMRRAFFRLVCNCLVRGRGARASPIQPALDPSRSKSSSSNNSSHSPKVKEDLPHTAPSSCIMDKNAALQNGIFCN
# ROMK mod = ROMK potassium channel modulators, primary screen, cell-based, thallium flux, MLSMR library; ATP-sensitive inward rectifier potassium channel 1 (Homo sapiens), P48048; B-score at 10 µM; 130,000 tested, 2% active; Tet-inducible ROMK, thallium flux fluorescence; actives lie on both sides;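 active = signal ratio slope over the read window, or its plate-corrected B-score, at least 3 SD from the plate mean, either direction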;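 note: B-score of the F/F0 ratio slope over 7 to 12 s after thallium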
# PPARg SRC3 recr = PPARgamma agonists recruiting SRC-3 coactivator, primary screen, biochemical. 200,000 tested, 0.26% active. biochemical PPARgamma/SRC-3 coactivator recruitment assay. activation, % at 8 µM. Peroxisome proliferator-activated receptor gamma (Homo sapiens), P37231; in the data active = activation above about 23%;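 note: 0% = DMSO and 100% = reference agonist; some compounds past the cut are filed as inactive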
# Target sequence (P37231 whole entry, looked up): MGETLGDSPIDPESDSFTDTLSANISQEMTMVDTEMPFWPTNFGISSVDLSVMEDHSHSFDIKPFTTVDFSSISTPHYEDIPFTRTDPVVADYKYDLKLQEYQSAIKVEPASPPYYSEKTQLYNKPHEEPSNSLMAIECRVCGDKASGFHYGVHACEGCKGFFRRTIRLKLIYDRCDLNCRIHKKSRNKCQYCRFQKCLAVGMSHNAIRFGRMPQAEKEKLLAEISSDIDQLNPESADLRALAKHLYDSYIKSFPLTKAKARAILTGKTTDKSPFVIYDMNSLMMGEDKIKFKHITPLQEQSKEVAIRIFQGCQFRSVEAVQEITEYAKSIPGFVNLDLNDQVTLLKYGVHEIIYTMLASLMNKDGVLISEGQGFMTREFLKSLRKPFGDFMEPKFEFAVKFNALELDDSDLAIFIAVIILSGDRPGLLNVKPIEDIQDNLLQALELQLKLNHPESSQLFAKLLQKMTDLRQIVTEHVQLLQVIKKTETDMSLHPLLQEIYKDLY
# HMGR II inh = inhibitors of E. faecalis class II HMGR, primary screen, biochemical, Enterococcus faecalis; HMG-CoA reductase (Enterococcus faecalis, mvaE); inhibition, % at 10 µM; 190,000 tested, 0.41% active; AID 1066, 2008; purified E. faecalis HMGR, NADPH absorbance 340 nm kinetic;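 active = inhibition above a set limit, the median over all tested compounds plus 3 SD, cut at about 9.5% in these data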;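 note: enzyme runs in reverse so mevalonate oxidation gives rising NADPH absorbance; 0% = complete reaction with DMSO and 100% = background rate lacking mevalonate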
# PPARg SRC-2 ag = agonists of PPARg-SRC-2 recruitment, primary screen, biochemical, HTS | 200,000 tested, 0.34% active | Peroxisome proliferator-activated receptor gamma (Homo sapiens), P37231 | activation, % at 8 µM | PPARgamma LBD-SRC-2 recruitment; in the data active = activation above about 22%;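 note: 0% = vehicle and 100% = reference agonist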
# RAM network inh = inhibitors of the yeast RAM network, primary screen, dse1pr::URA3 reporter, 5-FOA selection. inhibition, % at 50 µM. 190,000 tested, 1.8% active. S. cerevisiae dse1pr::URA3 reporter, 5-FOA growth OD615, 2 d; analog-sensitive cbk1-as2 kinase mutant strain. AID 868, 2007;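 active = inhibition above a set limit, 3 SD over mean compound inhibition, cut at about 8.4% in these data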;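 note: 0% = DMSO-only wells with no growth and 100% = 10 µM 1-NA-PP1 full growth; inhibition rescues growth on 5-FOA so higher OD means more RAM inhibition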
# L major viab = Leishmania major promastigote growth inhibition, primary screen | Leishmania major promastigotes, resazurin fluorescence viability | inhibition, % at 10 µM | 200,000 tested, 9% active | AID 1063, 2008; in the data active = inhibition above about 50%;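 note: promastigotes grown with compound for 44 hours at 28 °C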
# PPARg SRC-1 ag = PPARgamma agonists recruiting SRC-1 coactivator, primary screen, biochemical; activation, % at 8 µM; Peroxisome proliferator-activated receptor gamma (Homo sapiens), P37231; 200,000 tested, 0.41% active; PPARgamma-SRC-1 coactivator recruitment biochemical assay; in the data active = activation above about 19%;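 note: 0% = DMSO and 100% = reference agonist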
# DTT redox prof = compounds producing H2O2 with reducing agent – biochemical, NIH compound library profiling, artefact control for MLSCN library redox annotation, primary screen. 200,000 tested, 0.03% active. DTT-dependent redox cycling H2O2, phenol red/HRP absorbance; 100% = 100 µM peroxide control, 0% = buffer. activation, % at 10 µM;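 active = activation of at least 50% relative to the plate's high and low controls in the primary single-dose screen; inactive = activation below 50%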;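 note: compound incubated with DTT at 0.8 mM final as the reducing agent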
# TR-FRET SRC-2 ct = TR-FRET signal artefacts, primary screen, artefact control for PPARgamma SRC-2 agonist project, biochemical | TR-FRET artefact counter-screen; active compounds read high | TR-FRET ratio at 8 µM | 200,000 tested, 0.4% active; in the data active = TR-FRET ratio above about 2000; note: inactives centre near 1500
# bIAP inh = bovine intestinal alkaline phosphatase inhibitors, primary screen, selectivity assay for TNAP inhibitor project, biochemical, bovine IAP, CDP-star luminescence; purified bovine IAP, 30 min; inhibition, % at 20 µM; 190,000 tested, under 10 active; AID 1019, 2008;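 active = over 50% inhibition of intestinal alkaline phosphatase at 20 µM in the single-dose screen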
#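 Assay system – bovine IAP enzyme · Quantity – bovine IAP at 1/65,000,000 final dilution · Detection – CDP-star luminescence signal · Times – 30 min reaction at room temperature · Also added – CDP-star substrate at 30 µM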
# * marks the source's active call; other numbers are inactive results; . = not tested or not shown.
SMILES,S1P3 antagonist,ROMK mod,PPARg SRC3 recr,HMGR II inh,PPARg SRC-2 ag,RAM network inh,L major viab,PPARg SRC-1 ag,DTT redox prof,TR-FRET SRC-2 ct,bIAP inh
CCCC1(C(=O)OCC)NC(c2ccc(N(C)C)cc2)C2C(=O)N(c3ccccc3)C(=O)C21 (stereo not drawn),6.5,.,7.7,-5.6,7.3,1.4,-0.4,3.4,1.0,1441,6.3
O=C(COC(=O)c1cccnc1Cl)NCc1ccc2c(c1)OCO2,-6.9,-0.636,3.1,-10.0,-2.8,-0.1,-7.8,2.5,0.3,1736,8.7
Cc1ccc(NC(=O)Cn2cncc2-c2ccc([N+](=O)[O-])cc2)cc1C,.,-0.794,14.8,.,8.0,5.2,-4.3,7.1,0.3,1834,9.0
CC1CCCN(C(=O)CSc2nnc(-c3cccnc3)n2C2CCCCC2)C1 (stereo not drawn),-26.0,.,-1.9,4.3,7.2,0.1,-10.8,3.5,2.3,1640,0.6
C=CCn1cccc(C(=O)Nc2ccc(OC)cc2)c1=O,-4.9,-0.352,0.0,-3.3,5.8,2.2,-2.9,5.8,-1.5,1620,-2.6
Cc1csc(NC(=O)c2nn(C)c(C)c2[N+](=O)[O-])n1,-2.5,0.0395,3.2,-5.8,16.4,-0.5,-9.7,1.6,-0.8,1707,5.3
Cc1nc2ccc(N=NC3=C(O)CCCC3=O)cc2s1,.,.,12.3,-6.3,8.0,1.7,10.8,3.4,0.4,1670,20.6
O=C(c1cc(COc2ccc3ncccc3c2)on1)N1CCCC(O)C1 (stereo not drawn),0.6,-0.0106,6.3,4.6,3.8,0.2,-0.7,1.6,-1.4,1610,15.5
Cc1cc(Br)ccc1SCC(=O)Nc1cccnc1,-14.4,-0.867,5.6,3.9,12.7,2.6,18.2,12.1,-0.6,1673,-4.0
CCOC(=O)C(C)c1nn(C)c(=O)c2ccccc12 (stereo not drawn),-23.6,-1.43,-0.6,-0.3,4.1,1.2,1.4,-2.5,-0.1,1472,2.4
O=[N+]([O-])c1cccc(-c2nnc(SCc3cccnc3)o2)c1,6.8,0.329,-1.2,-6.8,-5.5,1.9,-3.5,-12.7,-0.8,1456,6.5
O=C(NCc1ccco1)C1CCCN(S(=O)(=O)c2ccc(Cl)cc2)C1 (stereo not drawn),.,-2.12,-1.4,-1.4,-5.2,1.7,2.3,3.1,0.1,1395,6.6
NNc1nc(-c2ccccc2Cl)nc2sc3c(c12)CCCC3,9.2,.,4.2,-7.9,9.4,3.2,30.7,0.2,-0.2,1615,33.9
Cc1cccc(N2CCN(C(=O)C(C)n3nc(C)n4c(cc5occc54)c3=O)CC2)c1C (stereo not drawn),.,-1.73,-0.9,1.4,-3.0,-0.1,4.5,-3.7,0.1,1352,-10.5
CN(Cc1ccccc1)C(=O)C1CCN(Cc2ccc(F)cc2)CC1,-18.3,-2.31,-4.2,1.7,-8.8,2.7,89.4*,-7.5,-0.2,1532,8.7

# 4 entries picked at random from the list so far, as already listed:
SMILES,S1P3 antagonist,ROMK mod,PPARg SRC3 recr,HMGR II inh,PPARg SRC-2 ag,RAM network inh,L major viab,PPARg SRC-1 ag,DTT redox prof,TR-FRET SRC-2 ct,bIAP inh
C=CCn1cccc(C(=O)Nc2ccc(OC)cc2)c1=O,-4.9,-0.352,0.0,-3.3,5.8,2.2,-2.9,5.8,-1.5,1620,-2.6
Cc1ccc(NC(=O)Cn2cncc2-c2ccc([N+](=O)[O-])cc2)cc1C,.,-0.794,14.8,.,8.0,5.2,-4.3,7.1,0.3,1834,9.0
NNc1nc(-c2ccccc2Cl)nc2sc3c(c12)CCCC3,9.2,.,4.2,-7.9,9.4,3.2,30.7,0.2,-0.2,1615,33.9
Cc1cccc(N2CCN(C(=O)C(C)n3nc(C)n4c(cc5occc54)c3=O)CC2)c1C (stereo not drawn),.,-1.73,-0.9,1.4,-3.0,-0.1,4.5,-3.7,0.1,1352,-10.5

# Next entries:
SMILES,S1P3 antagonist,ROMK mod,PPARg SRC3 recr,HMGR II inh,PPARg SRC-2 ag,RAM network inh,L major viab,PPARg SRC-1 ag,DTT redox prof,TR-FRET SRC-2 ct,bIAP inh
COc1cc(C)c(Br)cc1S(=O)(=O)NCCCN1CCOCC1,-2.5,.,-1.2,-1.0,-3.4,2.1,75.1*,-1.6,-1.2,1280,-5.1
O=C(c1ccc(Cl)c([N+](=O)[O-])c1)N1CCN(c2ccccc2)CC1,-3.9,0.543,2.9,-3.2,-0.5,-1.1,-0.2,-0.5,0.1,1527,-8.9
COC(=O)c1cccn(CC(=O)c2ccc(Cl)cc2)c1=O,-15.8,0.478,-0.7,5.1,-0.1,0.9,-6.4,-4.4,-0.3,1639,7.7
O=C(CSc1ccccn1)Nc1ccc(F)c([N+](=O)[O-])c1,-3.3,-0.214,-0.8,-4.2,5.5,2.1,7.4,8.1,8.8,1707,-6.1
Cn1cc2c(=O)n(/N=C/c3ccccc3)cnc2n1,6.1,.,-1.9,-6.0,-8.3,1.1,-3.0,-3.6,-0.2,1483,1.9
CCN(CC)C(=O)NC1CC(=O)N(c2ccc(OC)cc2)C1 (stereo not drawn),-5.9,.,-1.2,-6.2,1.4,1.1,-7.2,6.3,-0.4,1469,3.5
NC(=O)c1ccccc1NC(=O)CCN1C(=O)c2ccccc2C1=O,.,.,18.1,-2.5,20.0,0.9,-1.2,1.1,1.5,1566,-0.6
Cc1ccc(S(=O)(=O)N2CCN(C(=O)c3ccccc3)C2C(C)C)cc1 (stereo not drawn),-4.1,0.824,-0.8,-4.5,1.4,0.8,16.4,1.3,2.8,1700,4.1
CCOC(=O)c1c(NC(=O)C2C3C=CC(C3)C2C(=O)O)sc2c1CCC(CC)C2 (stereo not drawn),5.5,.,5.3,-3.4,9.8,1.4,-5.6,0.1,-0.2,1629,-13.8
COC(=O)c1sc2nc(SCc3ccccc3C)n(N)c(=O)c2c1C,2.3,0,-5.5,-1.4,2.1,1.8,16.5,-4.1,0.0,1532,6.1
CCOC(=O)c1sc(NC(=O)CCCn2nc([N+](=O)[O-])c(Cl)c2C)c(C(=O)OCC)c1C,-5.5,-0.0232,3.9,-0.5,3.1,5.9,7.5,6.2,-0.5,1366,.
COc1ccc(OC)c(-c2nnc(SCC(=O)N3CCCc4ccccc43)o2)c1,-5.3,.,2.7,-0.6,12.9,2.5,-2.0,8.5,0.9,1535,1.3
O=C1CSC(c2cn(-c3ccccc3)nc2-c2ccccc2)N1Cc1ccco1 (stereo not drawn),-3.8,.,18.7,-0.8,-0.6,5.2,36.1,3.3,3.0,1553,-16.4
COc1ccc(N2CCN(C(=O)c3ccc4c(Cl)c5c(nc4c3)CCCC5)CC2)cc1,2.7,0.072,0.9,1.4,2.0,1.6,3.8,4.9,0.2,1575,15.2
COc1ccc(NC(=O)CN2CCCC(C)C2)c([N+](=O)[O-])c1 (stereo not drawn),.,.,2.5,3.6,-0.2,0.5,0.6,-2.5,1.6,1749,15.3
CC(C)Sc1nnc([C@H](C)NC(=O)OC(C)(C)C)o1,11.2,0.722,-0.3,-1.6,2.5,2.0,-1.1,6.5,2.1,1623,6.9
CNC(=O)CSc1nc2nn(-c3ccccc3)c(=O)c-2c2n1CCCCC2,.,.,-1.5,1.4,-2.9,0.9,-5.1,-1.3,1.6,1314,4.7
Fc1ccc2[nH]c3c(N4CCN(Cc5ccc6c(c5)OCO6)CC4)ncnc3c2c1,.,-3.14*,6.0,.,3.5,.,77.8*,2.9,-0.1,1546,-2.0
CCOCCCNC(=O)C1CCN(S(=O)(=O)N2CCCCC2)CC1,-13.7,0.456,-3.2,-1.0,-1.7,.,-2.6,6.8,-0.6,1693,3.3
O=C(CNC(=O)C12CC3CC(CC(C3)C1)C2)OCc1cc(=O)n2cc(Br)ccc2n1,-28.6,-0.031,-0.8,-0.6,-0.6,2.8,-0.9,-4.3,-1.8,1536,2.4
O=c1c2c(nc3nc(NCc4ccc(Cl)cc4)[nH]n13)CCC2,-9.8,1.15,2.5,-3.5,3.8,3.1,-0.5,5.9,-0.5,1511,1.5
Cc1ccc(NC(=O)CSc2nc(C)c(Cc3ccccc3)c(=O)[nH]2)cc1,-4.2,-1.59,-0.1,-3.5,1.3,2.8,-10.6,3.6,0.0,1591,-24.5
O=C(Nc1cccnc1)C1CC(c2ccc(Cl)c(Cl)c2)=NO1 (stereo not drawn),-13.0,.,4.4,-0.2,-5.5,0.0,12.4,-6.1,2.6,1319,6.6
COC(=O)c1ccc(CN2C(=O)c3ccccc3S2(=O)=O)cc1,-14.3,.,-3.7,-8.2,1.7,0.7,-7.8,-4.2,-2.4,1328,2.2
Cn1c(=O)[nH]c(=O)c2c1ncn2CCN1CCCCC1,-24.6,.,18.9,-2.9,-8.8,1.2,10.7,7.7,-0.3,1820,-8.8
CCOC(=O)c1cccc(NC(=O)CCc2nc(-c3ccccc3F)no2)c1,-6.5,.,-0.1,-6.1,4.7,5.9,-2.8,1.6,0.6,1287,1.9
CC(OC(=O)c1cc2c(s1)CCCCC2)C(=O)NC(N)=O (stereo not drawn),-15.9,.,3.6,-9.6,5.6,1.3,-0.5,7.0,0.1,1750,7.1
CCCc1nc(C)c(-c2ccc(OC)c(OC)c2)c(=O)[nH]1,.,2.13,-5.2,-2.6,-4.8,-0.5,-3.5,2.2,0.0,1355,0.0
COc1ccc(C(C(=O)NCC2CCCO2)N(C(=O)CNC(=O)c2cccs2)c2ccccc2C)cc1OC (stereo not drawn),5.5,-0.697,4.5,-3.5,0.7,1.0,-5.0,0.1,12.7,1497,-8.8
Cc1cc2ncc(S(=O)(=O)c3ccccc3)c(N)n2n1,2.1,-0.0574,0.1,2.3,7.1,2.8,-8.3,-1.7,-1.7,1779,-29.9
CC1CN(C(=S)c2cccc([N+](=O)[O-])c2)CC(C)O1 (stereo not drawn),-11.8,0.0185,6.9,-4.2,5.2,-0.1,-5.9,5.8,0.4,1594,-29.8
O=C(Nc1ccccn1)c1cccc(S(=O)(=O)N2CCCCC2)c1,.,.,-1.8,-0.1,0.5,-0.6,4.9,-7.6,3.4,1427,-10.8
O=C(Nc1ccccc1)N(CCCN1CCOCC1)Cc1ccccc1F,-3.5,-0.803,5.8,-4.3,4.6,-0.6,0.7,-2.8,-0.2,1469,4.9
Cc1ccccc1/C=C1\SC(=S)N(/N=C/c2cc([N+](=O)[O-])ccc2O)C1=O,15.5,0.869,15.0,-2.6,-2.4,1.1,36.1,-2.0,-0.9,1392,2.2

# Bioassay records: PubChem, several laboratories

# Rows are unselected (roughly 13% active in at least one column).
